Epigenetic derep – epigenetic control regulation, reporter derepression; AID 1865; murine LDR cells, GFP reporter derepression, 30 h; actives 0.2% (n = 280,000); Potency, µM (top dose mostly 53.9 µM), inactives show top-dose GFP activation, hits mostly activators; note: % of control where 0% means no effect; nearly all actives have a fitted effect of over 60% in size
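Murine LDR cells bearing a silenced CMV-driven GFP reporter were exposed to compound for 30 h at 37 C. After PBS washes, GFP-positive cells (20-120 um objects) counted by laser-scanning microplate cytometry.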
KDM4E inh – blocks human JMJD2E demethylase activity; actives 1.6% (n = 230,000); AID 2147; B2RXH2; JMJD2E catalytic domain, FDH-coupled NADH fluorescence (FDH is formaldehyde dehydrogenase); Potency, µM (doses to about 57.1 µM), for the others: top-dose activity change, negative = inhibition, most hits filed as inhibitors; active = well fitted inhibition curve with a large enough effect, not every such curve was filed as active; inconclusive = small, poorly fitted or top-dose-only effect, or another doubt; inactive = no such curve, though single readings can be large or run the other way;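 note: 0% = wells with enzyme and -100% = buffer wells without enzyme; nearly all actives have a fitted effect of over 50% in size; many of its hits are not listed in these tables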
Target sequence (B2RXH2 1-337 limits assumed): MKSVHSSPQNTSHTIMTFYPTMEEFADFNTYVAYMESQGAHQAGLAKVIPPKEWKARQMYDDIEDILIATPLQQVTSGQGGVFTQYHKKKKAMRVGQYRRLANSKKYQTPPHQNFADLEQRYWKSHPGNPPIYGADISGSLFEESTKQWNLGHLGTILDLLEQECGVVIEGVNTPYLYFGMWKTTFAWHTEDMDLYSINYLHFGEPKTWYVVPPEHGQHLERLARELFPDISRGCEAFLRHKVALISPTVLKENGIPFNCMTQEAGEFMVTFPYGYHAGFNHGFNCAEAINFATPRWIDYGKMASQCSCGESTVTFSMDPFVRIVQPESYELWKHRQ
NPSR antagonist – blocks cAMP signaling of the human neuropeptide S receptor. CHO-NPSR cells, cAMP TR-FRET, antagonist mode. Potency, µM (series often up to 38.3 µM), without a hit: at the highest dose activity change, negative = inhibition, usual class: inhibitors. actives 1% (n = 220,000); note: % is set by controls: 0 for no effect and ±100 for the full control effect; nearly all actives have a fitted effect of over 50% in size; many of its hits are not listed in these tables
Target sequence (Q6W5P4 whole entry, looked up): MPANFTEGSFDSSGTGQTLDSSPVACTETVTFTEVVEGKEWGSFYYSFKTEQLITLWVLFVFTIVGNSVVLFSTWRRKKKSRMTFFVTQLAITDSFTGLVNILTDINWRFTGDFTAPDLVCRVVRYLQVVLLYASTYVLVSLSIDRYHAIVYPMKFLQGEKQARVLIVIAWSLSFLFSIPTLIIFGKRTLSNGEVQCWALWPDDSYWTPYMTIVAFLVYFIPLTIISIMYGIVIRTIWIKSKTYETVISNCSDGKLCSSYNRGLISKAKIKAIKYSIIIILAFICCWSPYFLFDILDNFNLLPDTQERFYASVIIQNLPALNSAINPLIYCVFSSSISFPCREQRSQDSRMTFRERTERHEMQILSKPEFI
SMN2 splice enh – enhancers of SMN2 splice variant expression | HEK293 SMN2-luciferase splicing reporter, luminescence, 30-36 h | AID 1458 | Potency, µM (doses to about 46.1 µM), for the others: top-dose activity change, positive = activation, usual class: activators | actives 2.8% (n = 210,000); note: % of control where 0% means no effect; nearly all actives have a fitted effect of over 55% in size
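HEK293 cells carry an SMN2 minigene-luciferase reporter in which exon 7 inclusion puts luciferase in frame. Cells were seeded at 2000 cells/well, attached for 10-12 hours, then exposed to compounds for 30-36 hours at 37C before ONE-Glo luminescence.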
GoLoco inh red – blocks human Gai1 binding to RGS12 GoLoco peptide, red readout; AID 880; actives 0.44% (n = 230,000); Gai1:RGS12 GoLoco peptide FP, rhodamine, 10 min; Potency, µM (titrated, usually from 61.6 µM), for inactives: at the highest dose activity, negative = inhibition, usual class: inhibitors; P63096; active = well fitted inhibition curve with a large enough effect, not every such curve was filed as active; inactive = no such curve, though single readings can be large or run the other way; note: % is set by controls: 0 for no effect and ±100 for the full control effect; nearly all actives have a fitted effect of over 30% in size; many of its hits are not listed in these tables
Target sequence (P63096 whole entry, looked up): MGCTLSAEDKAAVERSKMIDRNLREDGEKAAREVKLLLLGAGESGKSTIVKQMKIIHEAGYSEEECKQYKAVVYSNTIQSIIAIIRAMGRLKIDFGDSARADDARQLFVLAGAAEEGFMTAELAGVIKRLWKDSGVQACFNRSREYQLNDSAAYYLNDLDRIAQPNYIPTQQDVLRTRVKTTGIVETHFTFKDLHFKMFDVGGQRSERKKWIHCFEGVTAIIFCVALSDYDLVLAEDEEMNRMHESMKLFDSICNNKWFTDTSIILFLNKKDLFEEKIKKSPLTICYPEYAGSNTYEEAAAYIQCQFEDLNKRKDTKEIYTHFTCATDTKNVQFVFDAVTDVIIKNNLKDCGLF
RECQ1 inh – RECQ1 (human) helicase inhibition; P46063; RECQ1 DNA unwinding, red fluorescence kinetic read; Potency, µM (series often up to 57.3 µM), for inactives: top-dose activity, negative = inhibition, most hits filed as inhibitors; actives 0.54% (n = 240,000); AID 2549;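 note: plate controls were vehicle for no effect and no enzyme for full effect; nearly all actives have a fitted effect of over 30% in size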
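RECQ1T1 50 nM; forked duplex (20 bp + 30-nt ss tails) 200 nM, ATP 2 mM final; pH 8.0, 2 mM MgCl2, 2.5 ug/ml poly(dI-dC); 15 min compound preincubation; discontinuous kinetic read over 2 h at RT.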
KinaseGlo FLuc – Kinase-Glo luciferase inhibition (counter-screen). Kinase-Glo luciferase, ATP luminescence, 8 min. AID 1379. actives 0.28% (n = 200,000). Potency, µM (doses to about 38.3 µM), inactives show at the highest dose activity change, negative = inhibition, usual class: inhibitors. Q27757; note: % is set by controls: 0 for no effect and ±100 for the full control effect; nearly all actives have a fitted effect of over 60% in size
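Luminescence was the read-out, taken after 8-minute incubation at ambient temperature. Luciferase turned over luciferin with 10 uM ATP in imidazole pH 7.2 buffer containing KCl, MgCl2, Tween 20 and BSA.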
IMPase Li inh – cell-permeable IMPase inhibitors with lithium potentiation; CHO-M1 cells, IP1 TR-FRET (IP-One), carbachol + lithium; Potency, µM (doses to about 59.4 µM), inactives show at the highest dose activity, negative = IMPase inhibition, hits mostly inhibitors; actives 0.35% (n = 210,000); AID 1457;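 note: IP1 builds up when IMPase is blocked and the TR-FRET signal falls; plate controls were basal vehicle for no effect and high inhibitor control for full effect; nearly all actives have a fitted effect of over 50% in size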
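Test compounds were applied to CHO-M1 cells previously cultured for 16–30 h at 2000 per well. A small lithium amount accompanied them; after 30 min at 37C, IP1 was quantified by TR-FRET.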
Numbers without * were called inactive; i = inactive; ? = inconclusive; nt = not tested or not shown; [ ] = dose if it differs, or a comment. Unless noted, calls come from the whole dose curve; as a rule, active = well fitted curve in the direction sought with a large enough effect; inconclusive = small, poorly fitted or top-dose-only effect, or another doubt; inactive = no such curve, though single readings can be large; an effect the other way counts as inactive or inconclusive. Potency is the fitted concentration of half-maximal effect.

molecule	Epigenetic derep	KDM4E inh	NPSR antagonist	SMN2 splice enh	GoLoco inh red	RECQ1 inh	KinaseGlo FLuc	IMPase Li inh
CNC(=O)CNC(=O)Nc1ccc(Cl)c(Cl)c1	1.3%[10.1 µM]	1%	18%	11%	17%	i	2%	4%
COc1ccc(CCN(C(=O)C(F)(F)F)C(C(=O)NC2CCCCC2)c2ccc(C)s2)cc1 (stereo unspecified)	0.0%	3%	-19%[46.1 µM]	-1%	-2%	-5%	-5%	22%[38.3 µM]
S=c1nc[nH]c2c1[nH]c1ccccc12	-3.4%	?	?	-6%	-22%	-1%	2%	4.5µM*
CC(=O)Nc1ccc(OC/C=C(\C)Cl)cc1	1.3%	6%	-9%[46.1 µM]	10%	-9%	0%	-3%	-6%[38.3 µM]
Cn1cnnc1SCC(=O)Nc1c(F)cc(F)cc1Br	-1.0%	-6%	-3%[46.1 µM]	2%	4%	i	-3%	-1%[38.3 µM]
Cn1c(NC(=O)/C=C/c2c(F)cccc2Cl)cc(=O)n(C)c1=O	0.0%	6%	2%	-2%	-4%	-1%	1%	-5%
Cc1cccc(C)c1NC(=O)COC(=O)c1nonc1N	-2.3%	-7%	-7%[46.1 µM]	15%	8%	i	0%	5%
COC(=O)Cc1c(C)c2ccc(O)c(CN3CCCC(C)C3)c2oc1=O (stereo unspecified)	-1.0%	?	-6%[46.1 µM]	6%	-9%	-3%	-3%	-24%[38.3 µM]
Cc1cc(C)c2oc(=O)cc(CN3CCOCC3)c2c1	-1.0%	-11%	-1%[46.1 µM]	19%	8%	-1%	0%	0%
O=C(Cc1n[nH]c(=O)c2ccccc12)NC(c1ccccc1)c1ccccc1	-3.1%	9%	-12%	nt	3%	i	nt	nt

Continuation.
molecule	Epigenetic derep	KDM4E inh	NPSR antagonist	SMN2 splice enh	GoLoco inh red	RECQ1 inh	KinaseGlo FLuc	IMPase Li inh
COc1cc2[nH]c3c(N4CCN(c5ccc(Cl)cc5)CC4)ncnc3c2cc1OC	2.2%	?	-14%[46.1 µM]	-33%[inhibitor]	8%	16%	-2%	19%[38.3 µM]
COC(=O)CCS(=O)(=O)c1cc(Cl)ccc1Cl	-5.4%	6%	2%[46.1 µM]	3%	-5%	1%	3%	1%[38.3 µM]
O=C(COc1ccc2c(c1)CCC2)NCc1cccc(Cl)c1	-0.9%	0%	-24%[46.1 µM]	nt	nt	3%	nt	nt
COc1ccc(CNC(=O)c2c(N)n(CCCN3CCOCC3)c3nc4ccccc4nc23)cc1	-1.9%	?	?	-18%	7%	-15%	-2%	20%[38.3 µM]
CCOCCCNCC(=O)Nc1ccc(OC(F)(F)F)cc1	11%	?	-7%[46.1 µM]	17%	0%	-3%	-4%	26%[38.3 µM]
N#C/C(=C(/O)c1ccc([N+](=O)[O-])o1)c1nc2ccccc2[nH]1	1.6%	3%	-56%	nt	2%	18%	nt	nt
COc1cccc2cc(-c3nc(-c4cccs4)cs3)c(=O)oc12	6.5%	?	-15%[46.1 µM]	14µM*	10%	i	1%	-22%[38.3 µM]
CCOC(=O)c1cccc(NC(=O)N[C@@H](C)C(=O)OC)c1	3.1%	-4%	?	-19%	2%	i	0%	-1%[38.3 µM]
COc1ccc2c(c1)c(C(=O)CN1CCC3(CC1)OCCO3)c(C)n2C	1.2%	-8%	-9%[46.1 µM]	-10%	-1%	-4%	-3%	-1%[38.3 µM]
Nc1ccccc1SCc1cn2ccccc2n1	-4.4%	5%	9%	11µM*	3%	-5%	-8%	1%

More compounds follow:
molecule	Epigenetic derep	KDM4E inh	NPSR antagonist	SMN2 splice enh	GoLoco inh red	RECQ1 inh	KinaseGlo FLuc	IMPase Li inh
O=C(CC12CC3CC(CC(C3)C1)C2)Nc1cccc2ncccc12	-0.7%	-13%	-3%[46.1 µM]	-13%	5%	-13%	-2%	43%[activator][38.3 µM]
CCOC(=O)CSc1nnc(Cc2ccccc2)n1-c1cccc(Cl)c1	-0.9%	2%	-13%[46.1 µM]	5%	1%	-10%	-1%	-4%[38.3 µM]
CCNC(=S)Nc1ccc2ncoc2c1	1.1%	-1%	13%	-6%	-2%	13%	1%	2%
CC(=O)c1c(C)n(-c2ccccc2)c2ccc(OCC(N)=O)cc12	-1.6%	-7%	32%	nt	-2%	3%	-1%	9%
CCOc1ccc(NC(=O)C2CCC(CNc3c(N4CCC(C)CC4)c(=O)c3=O)CC2)cc1 (stereo unspecified)	4.1%	-4%	-4%	nt	10%	-8%	nt	nt
COCCOC(=O)c1[nH]c2c(c1C)C(=O)CC(c1ccccc1)C2 (stereo unspecified)	-0.8%	6%	?	-16%	-2%	4%	1%	1%
Brc1ccc(CSc2ccc(-c3ccco3)nn2)cc1	-0.1%	-6%	-2%	?	8%	i	-5%	-2%
COc1cc(OC)cc(-c2nc3nc(C)c(CCC(=O)NCC(OC)OC)c(C)n3n2)c1	3.6%	5%	14%	-20%	1%	0%	-1%	-5%
COc1ccc(Nc2nc3c(C)cccn3c(=O)c2C=NCc2ccccc2)cc1	?	-10%	-28%	-12%	-5%	-16%	2%	8%
CCOC(=O)Nc1ccc(Oc2ccccc2)cc1	-1.1%	8%	-9%[46.1 µM]	7%	-8%	i	-2%	10%[38.3 µM]

Remaining list, next part:
molecule	Epigenetic derep	KDM4E inh	NPSR antagonist	SMN2 splice enh	GoLoco inh red	RECQ1 inh	KinaseGlo FLuc	IMPase Li inh
CC(=O)c1ccc(OCc2cc([N+](=O)[O-])cc3c2OCOC3)cc1	-0.3%	6%	-18%	-5%	5%	i	-1%	18%
O=C1CCC(=O)N1CNc1ccc(Oc2ccccc2)cc1	-0.7%	-3%	-10%[46.1 µM]	11%	4%	12%	2%	-21%[38.3 µM]
O=C(COc1ccc2ccccc2c1)Nc1nnc(-c2ccco2)s1	0.0%	?	1%	nt	12%	-9%	nt	nt
CC1COc2ccccc2N1S(=O)(=O)c1ccc(Cl)cc1 (stereo unspecified)	2.5%	-1%	-51%	-13%	13%	-28%	-1%	8%
CC(C)Nc1nnc(SC(C)C(=O)Nc2ccc(Cl)cn2)s1 (stereo unspecified)	-1.6%	-3%	1%	11%	4%	i	-1%	3%
CCOC(=O)c1ccc(NC(=O)c2nccnc2C(=O)O)cc1	0.0%	?	4%[46.1 µM]	19%	18%	-10%	4%	-1%[38.3 µM]
Cc1cc(C(=O)COC(=O)[C@H](C)NC(=O)c2ccco2)c(C)n1Cc1ccco1	-1.4%	-5%	-2%	4%	9%	-6%	-3%	9%
COc1cc(OC)cc(-c2cc3nc(C)c(CCC(=O)Nc4nc(C)cs4)c(C)n3n2)c1	0.3%	?	-7%	-6%	-4%	i	2%	4%
CCCCCNC(=O)CCc1ccccc1	5.9%	11%	3%[46.1 µM]	8%	-1%	-3%	3%	3%
O=C(NC(N1CCOCC1)C(Cl)(Cl)Cl)c1ccccc1Cl (stereo unspecified)	-0.5%	0%	0%	-10%	11%	-15%	-1%	4%

(list continues)
molecule	Epigenetic derep	KDM4E inh	NPSR antagonist	SMN2 splice enh	GoLoco inh red	RECQ1 inh	KinaseGlo FLuc	IMPase Li inh
CCN(CC)CCCNc1nc2ccccc2[nH]1	1.3%	1%	-5%[46.1 µM]	-7%	6%	-7%	1%	2%[38.3 µM]
COC(=O)CSc1nnc(CNC(=O)c2ccco2)n1-c1ccc(F)cc1	1.0%	1%	4%[46.1 µM]	nt	nt	-2%	nt	nt
O=C(CSc1nnnn1-c1ccc2c(c1)OCCO2)c1cccc2c1OCCO2	-1.8%	4%	-26%[46.1 µM]	-24%	-3%	-13%	7%	-17%[38.3 µM]
CC(=O)c1c(C)[nH]c(C(=O)OCc2nnc(-c3ccccc3)o2)c1C	0.9%	7%	2%[46.1 µM]	-60%[inhibitor]	-13%	-7%	0%	21%[38.3 µM]
NS(=O)(=O)c1ccc(CCNC(=O)c2ccc(Cn3c(=O)[nH]c4ccccc4c3=O)cc2)cc1	0.9%	?	-16%	4%	6%	-2%	0%	-3%
NC(=O)C[C@@H]1NC(=O)c2cc([N+](=O)[O-])cc(F)c2NCCCC[C@@H](C(N)=O)NC(=O)[C@H](CO)NC1=O	4.5%	-6%	10%	-10%	-6%	0%	-1%	-4%
Cc1ccc(S(=O)(=O)N2CCCCC2)cc1C(=O)Nc1ccc(S(=O)(=O)Nc2ncccn2)cc1	-1.3%	3%	2%	nt	11%	?	nt	nt
Clc1ccccc1-c1ncc2ccccn12	-0.3%	?	7%	1%	-6%	0%	1%	-3%
NC(=O)Cn1c(=O)n(CCCC(=O)NC2CCN(Cc3ccccc3)CC2)c(=O)c2ccccc21	0.7%	0%	-3%[46.1 µM]	12%	10%	i	0%	4%[38.3 µM]
CCn1nnnc1SCC(=O)Nc1ccc(OC)cc1	-0.8%	8%	-1%[46.1 µM]	26%	-2%	i	2%	7%

The results go on.
molecule	Epigenetic derep	KDM4E inh	NPSR antagonist	SMN2 splice enh	GoLoco inh red	RECQ1 inh	KinaseGlo FLuc	IMPase Li inh
COc1ccc(C=O)cc1COc1ccc(Cl)cc1[N+](=O)[O-]	2.0%	-1%	-12%[46.1 µM]	-10%	4%	-11%	-1%	-17%[38.3 µM]
CCCc1cc2c(=O)n(NC(=O)c3nn(C)cc3[N+](=O)[O-])c(C)nc2s1	-0.9%	15%	11%	16%	7%	i	3%	11%
COC(=O)c1cc(OC)c(OC)cc1NC(=O)C(C)c1ccc([N+](=O)[O-])cc1 (stereo unspecified)	-0.1%	7%	2%	-8%	13%	-2%	-1%	9%
Cc1ccc(S(=O)(=O)c2nc(S(C)(=O)=O)sc2N(C)C)cc1	-1.0%	2%	-5%[46.1 µM]	71%	9%	9%	0%	44%[activator][38.3 µM]
CN(C)c1nc(SCCOC(=O)c2ccccc2)nc(N(C)C)n1	-0.8%	-8%	-25%[46.1 µM]	-5%	8%	-23%	0%	21%[38.3 µM]
O=C(COC(=O)c1ccccc1NC(=O)c1ccco1)NC1CCCCC1	-1.5%	-8%	-7%[46.1 µM]	1%	7%	i	-3%	33%[38.3 µM]
O=C(c1nc2ccccn2c1CNCCCn1cccn1)N1CCCC1	1.5%	-16%	-12%	nt	4%	0%	nt	nt
CN(C)c1ccc(/C=N/NC(=O)c2cnc3ccccc3c2)cc1	?	5%	-3%	nt	8%	i	nt	nt
COc1ccc(OCCn2nnc(-c3ccc(Cl)cc3)n2)cc1	2.3%	5%	-5%	-10%	6%	-13%	-2%	-25%
CC(C)NC(=O)C1CC=CCC1C(=O)O (stereo unspecified)	0.0%	4%	-4%	16%	7%	-3%	2%	-1%

High-throughput results deposited in PubChem by National Center for Advancing Translational Sciences (NCATS).

An excerpt. The share of hits here may be higher or lower than overall.
